PfGluPho inh: PfG6PD (Plasmodium falciparum) enzyme inhibition; actives 0.78% (n = 350,000); AID 504690; PfGluPho enzyme, NADPH resazurin-diaphorase fluorescence; inhibition, % at 20 µM;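 active = inhibition reaching at least a set limit at 20 µM in the primary screen, cut at about 59% in these data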;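 note: 0% = DMSO wells with substrate and 100% = DMSO wells lacking glucose-6-phosphate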
MPTP block: inhibitors of mitochondrial permeability transition pore; isolated mouse mitochondria, Ca2+ swelling absorbance, 30 min; inhibition, % at 10 µM; actives 1.4% (n = 360,000);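 active = inhibition of 50% or more, scaled per plate between neutral and stimulator controls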;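 note: 0% = DMSO wells given calcium and 100% = 1 mM EGTA wells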
HKDC1 inh: HKDC1 (human) hexokinase inhibition; AID 493160; actives 0.16% (n = 340,000); Q2TB90; recombinant HKDC1, G6PDH/diaphorase resazurin coupled fluorescence; inhibition, % at 20 µM;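 active = inhibition above about 35% when tested at 20 µM, limit read from the data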;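 note: plate controls were DMSO wells with enzyme for no effect and DMSO wells lacking enzyme for full effect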
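Material – in-house recombinant HK5 (HKDC1) enzyme · Quantity – HKDC1 at 5 µg/mL · Buffer or medium – pH 8.0 Tris buffer with 10 mM MgCl2 · Reagent – glucose with 1 mM ATP · Dosing – single 20 µM dose · Times – reaction time 90 min, room temperature, protected from light · Technique – resorufin fluorescence at 613 nm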
SENP7 block: inhibitors of human SENP7 protease. Q9BQF6. recombinant SENP7, Z-RLRGG-aminoluciferin luminescence, 40 min. inhibition, % at 5 µM. actives 1.5% (n = 330,000);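 active = inhibition above about 50% at the single test dose, limit read from the data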;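 note: plate controls were DMSO with enzyme for no effect and no enzyme buffer wells for full effect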
Target sequence (Q9BQF6 706-1050 limits assumed): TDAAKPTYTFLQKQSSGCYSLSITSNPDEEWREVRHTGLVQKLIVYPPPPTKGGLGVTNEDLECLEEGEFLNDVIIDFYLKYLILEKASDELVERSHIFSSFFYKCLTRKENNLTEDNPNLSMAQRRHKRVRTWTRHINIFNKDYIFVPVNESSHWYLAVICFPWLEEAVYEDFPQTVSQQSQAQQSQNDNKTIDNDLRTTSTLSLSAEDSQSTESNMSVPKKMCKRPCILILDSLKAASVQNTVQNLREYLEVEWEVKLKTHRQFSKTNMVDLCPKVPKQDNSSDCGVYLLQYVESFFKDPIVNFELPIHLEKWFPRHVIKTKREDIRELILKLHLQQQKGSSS
SENP6 inh: inhibitors of human SENP6 protease; actives 1.8% (n = 330,000); Q9GZR1; inhibition, % at 10 µM; Recombinant SENP6 catalytic domain, aminoluciferin luminescence;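 active = inhibition above about 50% at the single tested dose, limit read from the data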;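 note: plate controls were DMSO wells with enzyme for no effect and DMSO wells lacking enzyme for full effect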
SENP8 block: SENP8 (human) protease inhibition; Q96LD8; recombinant SENP8, Nedd8 substrate fluorescence; inhibition, % at 20 µM; actives 0.64% (n = 360,000); AID 602440; in the data active = inhibition mostly above about 40%, no sharp cut-off; inactive = mostly below about 27%
Target sequence (Q96LD8 whole entry, looked up): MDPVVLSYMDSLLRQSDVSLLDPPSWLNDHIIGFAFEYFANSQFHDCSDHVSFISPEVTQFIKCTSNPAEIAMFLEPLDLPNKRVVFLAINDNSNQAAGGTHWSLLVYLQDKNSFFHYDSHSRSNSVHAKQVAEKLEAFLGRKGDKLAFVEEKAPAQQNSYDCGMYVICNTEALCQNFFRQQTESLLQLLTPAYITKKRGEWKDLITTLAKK
ATG4B inh: inhibitors of human ATG4B cysteine protease | ATG4B cleavage of LC3-PLA2, NBD-HPC fluorescence, 1 h | AID 504462 | actives 0.51% (n = 340,000) | inhibition, % at 8.33 µM; in the data active = inhibition above about 40%
Target sequence (Q9Y4P1 whole entry, looked up): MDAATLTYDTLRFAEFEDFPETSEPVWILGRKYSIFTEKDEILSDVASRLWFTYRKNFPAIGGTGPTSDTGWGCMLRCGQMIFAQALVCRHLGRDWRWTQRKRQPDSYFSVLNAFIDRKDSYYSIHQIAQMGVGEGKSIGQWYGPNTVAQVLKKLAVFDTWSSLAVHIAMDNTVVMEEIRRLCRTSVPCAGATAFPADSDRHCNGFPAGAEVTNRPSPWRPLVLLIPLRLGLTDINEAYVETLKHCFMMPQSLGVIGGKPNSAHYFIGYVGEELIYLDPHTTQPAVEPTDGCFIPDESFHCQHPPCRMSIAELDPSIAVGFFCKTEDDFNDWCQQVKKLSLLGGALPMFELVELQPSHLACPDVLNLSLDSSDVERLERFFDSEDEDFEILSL
NR3A LBD binder: modulates the human NR3A ligand-binding domain; Tm shift relative to glycine control, % at 25 µM; NR3A LBD differential scanning fluorimetry, Tm shift; 0% = protein alone, 100% = glycine-bound protein; actives 2.5% (n = 340,000); AID 1259313;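 active = melting temperature shift of at least 10% of the positive control shift, at one fixed dose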
An asterisk follows results filed as active.

Cc1nn(-c2ccccc2)c2c1C1(C(=O)Nc3ccccc31)N1C(=N2)Sc2ccccc21 (stereo not drawn) was read as PfGluPho inh 11, MPTP block 2.2, HKDC1 inh 9, SENP7 block -7, SENP6 inh 1, SENP8 block -24, ATG4B inh -26 and NR3A LBD binder 7.
Screening O=C(CCNC(=O)Cn1ccc2ccccc2c1=O)NCCN1CCN(c2cccc(Cl)c2)CC1 returned PfGluPho inh 14, MPTP block -5.5, HKDC1 inh -1, SENP7 block 6, SENP6 inh 13, SENP8 block -4, ATG4B inh -4 and NR3A LBD binder 3.
For Cc1cc(-c2cccs2)c(C#N)c(=S)[nH]1 the results were PfGluPho inh 48, MPTP block -0.4, HKDC1 inh -2, SENP7 block 2, SENP6 inh -26, SENP8 block 14, ATG4B inh 0 and NR3A LBD binder 1.
CCOC(=O)C(=CNc1cc(C)ccc1C)C(=O)OCC was read as PfGluPho inh 13, MPTP block 2.2, HKDC1 inh 4, SENP7 block -1, SENP6 inh 8, SENP8 block -10, ATG4B inh -3 and NR3A LBD binder 5.
`c1ccc(-n2c(SCC3CCCCO3)nnc2-c2cnccn2)cc1` (stereo not drawn) gave PfGluPho inh -4, MPTP block -6.5, HKDC1 inh 3, SENP7 block -4, SENP6 inh -10, SENP8 block -1, ATG4B inh -6 and NR3A LBD binder 0.
For Cc1nn(Cc2ccc(C(=O)NC3CCCCC3)o2)c(C)c1Br the results were PfGluPho inh 6, MPTP block 0.3, HKDC1 inh -6, SENP7 block 3, SENP6 inh -30, SENP8 block -1, ATG4B inh -8 and NR3A LBD binder -1.
Screening COc1cccc(C2/C(=C(\O)c3ccc4c(c3)OCCO4)C(=O)C(=O)N2CCCN2CCOCC2)c1OC (stereo not drawn) returned PfGluPho inh -3, MPTP block -2.0, HKDC1 inh -5, SENP7 block 7, SENP6 inh 20, SENP8 block -1, ATG4B inh -2 and NR3A LBD binder -2.
CC1CCN(CC(=O)Nc2ccc(S(=O)(=O)N3CCC(C)CC3)cc2)CC1 was read as PfGluPho inh -12, MPTP block -0.3, HKDC1 inh -4, SENP7 block -3, SENP6 inh 2, SENP8 block 9, ATG4B inh -1 and NR3A LBD binder -3.
Screening Cc1nc(S(=O)(=O)c2cccc(Cl)c2)nc2c1CCC2 returned PfGluPho inh 1, MPTP block -7.1, HKDC1 inh -2, SENP7 block -11, SENP6 inh -26, SENP8 block 27, ATG4B inh -3 and NR3A LBD binder 1.
Screening CCCc1nn2c(=O)cc(CSCC(=O)Nc3nnc(CC)s3)nc2s1 returned PfGluPho inh -7, MPTP block -1.6, HKDC1 inh -3, SENP7 block -13, SENP6 inh -1, SENP8 block 16, ATG4B inh -2 and NR3A LBD binder -2.
Screening O=C(Cc1cc2ccccc2o1)NCc1ccc(F)cc1 returned PfGluPho inh -14, MPTP block 0.6, HKDC1 inh -3, SENP7 block 7, SENP6 inh 3, SENP8 block 10, ATG4B inh 7 and NR3A LBD binder 0.
For CN(c1ccccc1)c1ccc(/C=C(\CCC(=O)O)c2nc3ccccc3s2)cc1[N+](=O)[O-] the results were PfGluPho inh 16, MPTP block 13, HKDC1 inh 20, SENP7 block 3, SENP6 inh -27, SENP8 block 38, ATG4B inh 46* and NR3A LBD binder 1.
Screening CCOc1cc(-c2sc(Nc3ccccc3)n[n+]2-c2ccc(F)cc2)ccc1OC returned PfGluPho inh 8, MPTP block -0.6, HKDC1 inh 2, SENP7 block -12, SENP6 inh -24, SENP8 block 8, ATG4B inh 0 and NR3A LBD binder -2.
For CCc1ccc(CNC(=O)CCc2cn(C)c3ccccc23)cc1 the results were PfGluPho inh -1, MPTP block 0.6, HKDC1 inh 1, SENP7 block -4, SENP6 inh 4, SENP8 block 16, ATG4B inh 2 and NR3A LBD binder 0.
Cc1cc(C)n(-c2nnc(C)n2N)n1 was read as PfGluPho inh -1, MPTP block -0.4, HKDC1 inh 0, SENP7 block -2, SENP6 inh 4, SENP8 block 5, ATG4B inh -4 and NR3A LBD binder -2.

Reprinted from the part before: 2 compounds, followed by the next part.
For CCc1ccc(CNC(=O)CCc2cn(C)c3ccccc23)cc1 the results were PfGluPho inh -1, MPTP block 0.6, HKDC1 inh 1, SENP7 block -4, SENP6 inh 4, SENP8 block 16, ATG4B inh 2 and NR3A LBD binder 0.
Cc1cc(C)n(-c2nnc(C)n2N)n1 was read as PfGluPho inh -1, MPTP block -0.4, HKDC1 inh 0, SENP7 block -2, SENP6 inh 4, SENP8 block 5, ATG4B inh -4 and NR3A LBD binder -2.
`CCOc1ccccc1NC(=O)c1ccccc1N(C)S(C)(=O)=O` gave PfGluPho inh -12, MPTP block 3.6, HKDC1 inh 3, SENP7 block 9, SENP6 inh -13, SENP8 block 28, ATG4B inh -2 and NR3A LBD binder 5.
For O=C1N/C(=N/c2ccccn2)SC1Cc1ccccc1 (stereo not drawn) the results were PfGluPho inh -11, MPTP block -0.8, HKDC1 inh 13, SENP7 block 1, SENP6 inh 0, SENP8 block 4, ATG4B inh -1 and NR3A LBD binder -1.
For Cc1ccccc1OC/C(O)=C(\C#N)c1nc2ccccc2[nH]1 the results were PfGluPho inh -5, MPTP block 2.9, HKDC1 inh -8, SENP7 block -4, SENP6 inh 0, SENP8 block -9, ATG4B inh -3 and NR3A LBD binder -1.
For CC(=O)O[C@H]1CC[C@@]2(C)C(=CC[C@H]3[C@@H]4CC[C@H](C5(C)OCCO5)[C@@]4(C)CC[C@@H]32)C1 the results were PfGluPho inh -17, MPTP block 2.6, HKDC1 inh -7, SENP7 block -8, SENP6 inh -3, SENP8 block 6, ATG4B inh -1 and NR3A LBD binder -1.
Screening CC(C)NC(=O)COc1cccc2ccccc12 returned PfGluPho inh 2, MPTP block -0.6, HKDC1 inh -2, SENP7 block 2, SENP6 inh 4, SENP8 block 5, ATG4B inh -11 and NR3A LBD binder 0.
Screening COc1ccc(N=C2NC(=O)C(CC(=O)NCCc3ccc(OC)c(OC)c3)S2)cc1 (stereo not drawn) returned PfGluPho inh -21, MPTP block -0.9, HKDC1 inh -9, SENP7 block 4, SENP6 inh -15, SENP8 block 14, ATG4B inh 5 and NR3A LBD binder -1.
`CN(CCOc1ccccc1)C(=O)c1cc([N+](=O)[O-])ccc1N1CCOCC1` gave PfGluPho inh 7, MPTP block -4.2, HKDC1 inh -5, SENP7 block -2, SENP6 inh 6, SENP8 block 17, ATG4B inh -8 and NR3A LBD binder -2.
Cc1nn(C)cc1NC(=O)CCSc1nc(-c2ccco2)cc(C(F)(F)F)n1 was read as PfGluPho inh 2, MPTP block -4.2, HKDC1 inh -6, SENP7 block 12, SENP6 inh -14, SENP8 block 10, ATG4B inh -5 and NR3A LBD binder -1.
Cn1c(SCC(=O)Nc2ccc3c(c2)OCO3)nnc1C(F)(F)F was read as PfGluPho inh 9, MPTP block 0.2, HKDC1 inh -1, SENP7 block 7, SENP6 inh 2, SENP8 block 10, ATG4B inh -3 and NR3A LBD binder 0.
`Cc1ccn(-c2ccc([N+](=O)[O-])cc2)n1` gave PfGluPho inh -6, MPTP block 1.4, HKDC1 inh -3, SENP7 block 4, SENP6 inh 8, SENP8 block 17, ATG4B inh 5 and NR3A LBD binder -2.
For COc1ccc(/C(O)=C2/C(=O)C(=O)N(c3nc(C)c(C)s3)C2c2ccco2)cc1 (stereo not drawn) the results were PfGluPho inh -12, MPTP block 0.3, HKDC1 inh 5, SENP7 block 4, SENP6 inh 5, SENP8 block -73, ATG4B inh -14 and NR3A LBD binder 0.
Screening COc1ccc(S(=O)(=O)NCC(c2ccc(F)cc2)N2CCN(C)CC2)cc1 (stereo not drawn) returned PfGluPho inh 7, MPTP block 0.6, HKDC1 inh 0, SENP7 block -7, SENP6 inh -6, SENP8 block 12, ATG4B inh -5 and NR3A LBD binder 2.
Screening O=C(NNS(=O)(=O)c1ccc(Cl)cc1)c1sccc1-n1cccc1 returned PfGluPho inh -6, MPTP block 1.2, HKDC1 inh 0, SENP7 block -9, SENP6 inh -5, SENP8 block -2, ATG4B inh 3 and NR3A LBD binder -4.
`CC1(C)Cc2c(sc3[nH]c(=S)n(Cc4ccccc4)c(=O)c23)CO1` gave PfGluPho inh 1, MPTP block 4.9, HKDC1 inh -6, SENP7 block -1, SENP6 inh -27, SENP8 block -5, ATG4B inh 0 and NR3A LBD binder -5.
CCOC(=O)C1=C(COC(=O)CCc2ccc(CC)cc2)NC(=O)NC1C (stereo not drawn) was read as PfGluPho inh -1, MPTP block 2.1, HKDC1 inh 3, SENP7 block -5, SENP6 inh -30, SENP8 block 6, ATG4B inh -13 and NR3A LBD binder -1.
`COc1ccc(OC)c(/C=N/NC(=O)c2[nH]nc3c2CCc2ccccc2-3)c1` gave PfGluPho inh -3, MPTP block 6.3, HKDC1 inh -10, SENP7 block 13, SENP6 inh 3, SENP8 block -386, ATG4B inh 9 and NR3A LBD binder 10.
For CC(C)(C)OC(=O)N1Cc2ccccc2C[C@H]1C(=O)N1CCC[C@H]1C(=O)O the results were PfGluPho inh 11, MPTP block -0.5, HKDC1 inh -1, SENP7 block 7, SENP6 inh -3, SENP8 block 17, ATG4B inh 3 and NR3A LBD binder 2.
`CCOc1ccc2oc(=O)cc(C)c2c1` gave PfGluPho inh -3, MPTP block -0.8, HKDC1 inh -2, SENP7 block 2, SENP6 inh 2, SENP8 block -352, ATG4B inh -6 and NR3A LBD binder 7.
For COc1ccc(S(=O)(=O)Nc2cccc3c2O[C@H](CN(C)C(=O)NC(C)C)[C@@H](C)CN([C@H](C)CO)C3=O)cc1 the results were PfGluPho inh -16, MPTP block -0.7, HKDC1 inh -2, SENP7 block -7, SENP6 inh -9, SENP8 block 13, ATG4B inh -4 and NR3A LBD binder 16*.
`CCOC(=O)CSc1nnc(-c2cccc(Br)c2)o1` gave PfGluPho inh -1, MPTP block 0.5, HKDC1 inh -4, SENP7 block -6, SENP6 inh -9, SENP8 block 12, ATG4B inh 0 and NR3A LBD binder 1.
COc1cc(CN2CCNC(=O)C2CC(=O)NCc2csc(C(C)C)n2)cc(OC)c1 (stereo not drawn) was read as PfGluPho inh -6, MPTP block 1.1, HKDC1 inh -3, SENP7 block -6, SENP6 inh -7, SENP8 block 8, ATG4B inh 0 and NR3A LBD binder -1.
CC1CCN(S(=O)(=O)c2ccc(NC(=O)CNC3CCCCC3)cc2)CC1 was read as PfGluPho inh -12, MPTP block 1.4, HKDC1 inh 2, SENP7 block -6, SENP6 inh -15, SENP8 block 0, ATG4B inh -2 and NR3A LBD binder 1.

Among those listed so far, these have fluorine.
Screening O=C(Cc1cc2ccccc2o1)NCc1ccc(F)cc1 returned PfGluPho inh -14, MPTP block 0.6, HKDC1 inh -3, SENP7 block 7, SENP6 inh 3, SENP8 block 10, ATG4B inh 7 and NR3A LBD binder 0.
Screening CCOc1cc(-c2sc(Nc3ccccc3)n[n+]2-c2ccc(F)cc2)ccc1OC returned PfGluPho inh 8, MPTP block -0.6, HKDC1 inh 2, SENP7 block -12, SENP6 inh -24, SENP8 block 8, ATG4B inh 0 and NR3A LBD binder -2.
Cc1nn(C)cc1NC(=O)CCSc1nc(-c2ccco2)cc(C(F)(F)F)n1 was read as PfGluPho inh 2, MPTP block -4.2, HKDC1 inh -6, SENP7 block 12, SENP6 inh -14, SENP8 block 10, ATG4B inh -5 and NR3A LBD binder -1.
Cn1c(SCC(=O)Nc2ccc3c(c2)OCO3)nnc1C(F)(F)F was read as PfGluPho inh 9, MPTP block 0.2, HKDC1 inh -1, SENP7 block 7, SENP6 inh 2, SENP8 block 10, ATG4B inh -3 and NR3A LBD binder 0.
Screening COc1ccc(S(=O)(=O)NCC(c2ccc(F)cc2)N2CCN(C)CC2)cc1 (stereo not drawn) returned PfGluPho inh 7, MPTP block 0.6, HKDC1 inh 0, SENP7 block -7, SENP6 inh -6, SENP8 block 12, ATG4B inh -5 and NR3A LBD binder 2.

Source: PubChem BioAssay (Sanford-Burnham Center for Chemical Genomics)
